Screens as filed in PubChem BioAssay.
M. tuberculosis HTS: M. tuberculosis growth inhibition, HTS (AID 449762); inhibition, % at 25 µM; hits with a dose series show IC50 in µM; 0.59% of 330,000 active; M. tuberculosis H37Rv growth inhibition, 7H9 media; higher % means a stronger effect; in the data active means a potency from the dose series; inconclusive means inhibition above about 70% without an active follow-up result;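 further: bacterial growth assessed after seven days of incubation; strong numbers were not always called active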
tuberculosis growth: growth inhibition of non-replicating M. tuberculosis (AID 488890). Mycobacterium tuberculosis non-replicating, growth inhibition; higher % means a stronger effect. one-dose inhibition, % at 25 µM; IC50 in µM for titrated hits. 0.39% of 320,000 active; in the data active means a potency from the dose series; inconclusive means inhibition mostly from about 82% at the one dose, without a potency; inactive means the rest, 99 in 100 with inhibition below about 76%;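 further: plate controls were DMSO cells for no effect and high antibiotic wells for full effect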
inhibitors of VEEV: inhibitors of VEEV TC-83 cytopathic effect, confirmation, Vero cells (AID 588727); Vero cells, VEEV TC-83 cytopathic effect inhibition; higher % means a stronger effect; one-dose inhibition, % at 20 µM; IC50 in µM for titrated hits; 0.13% of 350,000 active; in the data active means a potency from the dose series; inconclusive means inhibition mostly from about 14% at the one dose, without a potency; inactive means the rest, 99 in 100 with inhibition below about 12%; further: strong numbers were not always called active
PhoP GFP inhibition: PhoP regulon inhibitors, Salmonella typhi PhoP promoter GFP reporter, confirmatory (AID 1850). Salmonella Typhi PhoP-promoter GFP reporter, fluorescence, 4 h; higher % means a stronger effect. inhibition, % at 50 µM, or IC50 in µM where a hit was titrated. 0.33% of 310,000 active; in the data active means a potency from the dose series; inconclusive means inhibition mostly from about 25% at the one dose, without a potency; inactive means the rest, 99 in 100 with inhibition below about 19%;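 further: 0% = induced wells with vehicle and 100% = uninduced wells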
H1N1 NS1A inhibition: NS1A inhibition, H1N1 influenza, cell based functional assay (AID 504329); NS1A functional cell-based assay, percent inhibition; higher % means a stronger effect; inhibition, % at 12.5 µM; hits with a dose series show IC50 in µM; 0.3% of 340,000 active; in the data active means a potency from the dose series; inconclusive means inhibition above about 27% without an active follow-up result; further: strong numbers were not always called active
inhibitors of VEEV 10K pilot screen: second read-out of inhibitors of VEEV, no call of its own (marks repeat the call); inhibition, %; measured here: 10K pilot screen inhibition
Numbers without * were called inactive; i = inactive; ? = inconclusive; / = not tested or not shown. Compounds as they come (roughly 1.5% active in at least one column).

A first look:
SMILES	M. tuberculosis HTS	tuberculosis growth	inhibitors of VEEV	PhoP GFP inhibition	H1N1 NS1A inhibition	others
O=C(COC(=O)C1C2CC3OC(=O)C1C3C2)Nc1ccc(Br)cc1 (stereo not given)	2.8%	8.9%	i	0.1%	6.8%
COc1ccc(C(=O)NC(=S)Nc2ccc(N3CCN(C(C)=O)CC3)cc2)cc1[N+](=O)[O-]	7.2%	66.3%	5.0%	5.9%	-14.8%
CCOC(=O)c1[nH]c(C)c(CN(CCc2ccccc2)S(C)(=O)=O)c1C	-12.2%	-26.0%	2.3%	-0.1%	1.7%
O=C(COc1ccc2ccc(=O)oc2c1)NCCc1c[nH]c2ccc(F)cc12	1.8%	1.0%	1.1%	-42.0%	-3.3%
NC(=O)c1nsc(C(=O)N(c2ccccc2)C(C(=O)NCc2ccc(F)cc2)c2ccco2)c1N (stereo not given)	5.4%	-13.2%	9.7%	-21.6%	-5.5%
COc1ccc(-c2ncncc2-c2csc(C)n2)c(O)c1	-2.4%	-2.0%	6.8%	-3.3%	-2.0%
O=C(Nc1ccccc1C(F)(F)F)C1CCCC1	-4.1%	-5.8%	i	-5.4%	3.2%
COc1ccc(Cn2c(S(=O)(=O)CC(N)=O)nc3ccccc32)cc1[N+](=O)[O-]	2.0%	0.9%	/	-5.2%	/
CCOC(=O)C1CCN(S(=O)(=O)Cc2ccccc2)CC1	-2.2%	42.1%	1.1%	-14.3%	-9.0%
O=C(Nc1ccn(Cc2c(F)c(F)cc(F)c2F)n1)c1ccc(COc2ccc(Cl)cc2Cl)o1	-0.8%	8.8%	i	-1.2%	0.7%	inhibitors of VEEV 10K pilot screen=2.6
COCCCN=C1NN=C(c2cc(C)n(-c3ccccc3)c2C)CS1	-2.9%	15.4%	0.3%	-1.7%	7.6%
CCOC(=O)C(CCCOc1cccc(OC)c1)C(=O)OCC	?	67.4%	1.9%	2.7%	25.9%

The whole of this part, from the start:
SMILES	M. tuberculosis HTS	tuberculosis growth	inhibitors of VEEV	PhoP GFP inhibition	H1N1 NS1A inhibition	others
O=C(COC(=O)C1C2CC3OC(=O)C1C3C2)Nc1ccc(Br)cc1 (stereo not given)	2.8%	8.9%	i	0.1%	6.8%
COc1ccc(C(=O)NC(=S)Nc2ccc(N3CCN(C(C)=O)CC3)cc2)cc1[N+](=O)[O-]	7.2%	66.3%	5.0%	5.9%	-14.8%
CCOC(=O)c1[nH]c(C)c(CN(CCc2ccccc2)S(C)(=O)=O)c1C	-12.2%	-26.0%	2.3%	-0.1%	1.7%
O=C(COc1ccc2ccc(=O)oc2c1)NCCc1c[nH]c2ccc(F)cc12	1.8%	1.0%	1.1%	-42.0%	-3.3%
NC(=O)c1nsc(C(=O)N(c2ccccc2)C(C(=O)NCc2ccc(F)cc2)c2ccco2)c1N (stereo not given)	5.4%	-13.2%	9.7%	-21.6%	-5.5%
COc1ccc(-c2ncncc2-c2csc(C)n2)c(O)c1	-2.4%	-2.0%	6.8%	-3.3%	-2.0%
O=C(Nc1ccccc1C(F)(F)F)C1CCCC1	-4.1%	-5.8%	i	-5.4%	3.2%
COc1ccc(Cn2c(S(=O)(=O)CC(N)=O)nc3ccccc32)cc1[N+](=O)[O-]	2.0%	0.9%	/	-5.2%	/
CCOC(=O)C1CCN(S(=O)(=O)Cc2ccccc2)CC1	-2.2%	42.1%	1.1%	-14.3%	-9.0%
O=C(Nc1ccn(Cc2c(F)c(F)cc(F)c2F)n1)c1ccc(COc2ccc(Cl)cc2Cl)o1	-0.8%	8.8%	i	-1.2%	0.7%	inhibitors of VEEV 10K pilot screen=2.6
COCCCN=C1NN=C(c2cc(C)n(-c3ccccc3)c2C)CS1	-2.9%	15.4%	0.3%	-1.7%	7.6%
CCOC(=O)C(CCCOc1cccc(OC)c1)C(=O)OCC	?	67.4%	1.9%	2.7%	25.9%
Cc1ccccc1NC(=O)c1ccc2c(c1)C(=O)N(CCC(C)C)C2=O	13.2%	13.6%	1.4%	1.3%	-9.5%
O=c1cc(O)c2c(=O)n(C3CCCCC3)c3ccccc3c2o1	-2.8%	71.3%	i	0.8%	0.3%
CN(C)CCCNC(=O)C(=O)NCC1OCCN1S(=O)(=O)c1cccs1 (stereo not given)	0.6%	20.7%	1.2%	1.3%	-9.4%
COc1ccc(NC(=O)CSCC(=O)Nc2cc(Cl)ccc2N2CCCC2)cc1	7.0%	57.6%	7.5%	-0.7%	12.5%
CCCCCCc1ccc(N2C[C@H](CCCCC)[C@@H](CC(=O)NCc3ccc(OC)cc3)C2=O)cc1	1.1%	-10.2%	0.2%	4.2%	-3.8%
CN(Cc1ccccc1)C(=O)COC(=O)/C=C/c1ccco1	2.2%	26.1%	1.0%	5.4%	1.1%
COc1ccc(CN2CCNC(=O)C2CC(=O)NCc2cn3ccc(C)cc3n2)c(OC)c1 (stereo not given)	7.0%	2.6%	0.7%	-1.9%	-0.1%
CC#CC(=O)NCC1(N(C)Cc2ccccc2)Cc2ccccc2C1	-3.4%	4.6%	0.1%	11.5%	-8.5%

Fetched by structure from the entries so far:
SMILES	M. tuberculosis HTS	tuberculosis growth	inhibitors of VEEV	PhoP GFP inhibition	H1N1 NS1A inhibition	others
COc1ccc(NC(=O)CSCC(=O)Nc2cc(Cl)ccc2N2CCCC2)cc1	7.0%	57.6%	7.5%	-0.7%	12.5%
CCOC(=O)C(CCCOc1cccc(OC)c1)C(=O)OCC	?	67.4%	1.9%	2.7%	25.9%

More entries
SMILES	M. tuberculosis HTS	tuberculosis growth	inhibitors of VEEV	PhoP GFP inhibition	H1N1 NS1A inhibition	others
CC1(C)CCC(=O)N2CC[C@H]3c4cc5ccccc5nc4C[C@@H]1[C@H]32	/	/	0.8%	/	-8.1%
CC1(C)CC(=O)C(C=NCc2cccnc2)=C(O)C1	5.4%	-0.7%	1.3%	0.9%	2.3%
O=C(/C=C/c1ccncc1)c1ccc2c(c1)OCCO2	?	12.6%	30.3%	-1.0%	-2.2%
O=C(CSc1ccc2nnc(-c3ccccn3)n2n1)Nc1nccs1	-3.6%	7.5%	1.2%	-8.3%	43.5µM*
CN(C)C(=S)N=Nc1[nH]c2ccccc2c1O	-0.4%	6.7%	/	?	/
CCSc1nnc2ccc(-c3ccc(C)cc3)nn12	-5.2%	-6.3%	i	-2.7%	-8.4%
O=C(CN(Cc1ccccc1)C(=O)CNS(=O)(=O)c1ccc(Cl)cc1)NCC1CCCO1 (stereo not given)	-0.4%	-14.2%	i	5.0%	-8.4%
Cc1ccc2nc(N3CCN(S(=O)(=O)c4ccc5c(c4)OCCO5)CC3)c(C#N)cc2c1	-1.4%	14.5%	i	-3.4%	-1.3%
NS(=O)(=O)c1cccc(NC(=S)NCc2ccc3c(c2)OCO3)c1	2.6%	7.0%	4.3%	3.8%	1.5%
O=C(NN=C1CCCCCC1)c1c[nH]c2ccccc12	-0.1%	-10.1%	i	-3.6%	7.0%
Cc1cc(C)cc(NC(=O)CN2CCN(CCN=CC3=C(O)CC(c4ccc(Cl)cc4)CC3=O)CC2)c1 (stereo not given)	8.1%	69.9%	0.3%	-5.2%	-0.3%
CS(=O)(=O)N(CC(=O)Nc1ccccc1-c1ccccc1)c1cccc(F)c1	-3.1%	-10.9%	3.8%	-3.0%	-4.7%
Cc1nc2cc(C(F)(F)F)ccc2n1C1CCN(CC(=O)N2CCCC2)CC1	1.2%	2.8%	i	6.0%	-8.4%
O=C(Nc1cccc(C(=O)O)c1)/C(=C\c1ccc2c(c1)OCO2)NC(=O)c1ccccc1	-3.5%	-1.7%	i	7.4%	/
CN(CC(=O)Nc1cccc(C(F)(F)F)c1)C1=NS(=O)(=O)c2ccccc21	2.2%	5.2%	3.8%	/	-5.6%
O=C1CC[C@@H]2CC3(C[C@@H]4CCN1[C@H]24)Nc1ccccc1NC3=NC1CCCCC1 (stereo not given in full)	/	/	i	/	-5.1%
Cc1ccsc1C(=O)N1CCCC(N2CCN(c3cccc(Cl)c3)CC2)C1 (stereo not given)	2.1%	22.9%	0.2%	-4.1%	-0.7%
Cc1cc(C)c(C(=O)N(CCN(C)C)CC2CCCN(Cc3ccccc3F)C2)o1 (stereo not given)	5.8%	44.5%	0.4%	3.0%	10.2%
COC(=O)c1cccc(S(=O)(=O)N2CCC(C)CC2)c1	-0.4%	3.5%	3.3%	-1.4%	8.4%
Cn1c(SCC(=O)NCC2CCCO2)nnc1-c1ccc(S(=O)(=O)N2CCCC2)cc1 (stereo not given)	-3.3%	-4.4%	1.0%	-15.8%	1.0%
O=C(NCCc1ccccn1)c1cccnc1Oc1ccc(Cl)cc1	-7.5%	-4.3%	0.3%	7.0%	-5.0%
Cc1ccc(NC(=O)COc2ccccc2CNC(C)(C)CC(C)(C)C)cc1	22.6µM*	i	i	91.6µM*	29.7%
O=C(CSCc1c(Cl)cccc1Cl)NCc1ccco1	8.9%	77.0%	1.0%	-2.2%	1.9%
O=C1c2cc(F)ccc2OC2(CCNCC2)C12CC(c1ccccc1)=NO2 (stereo not given)	-8.0%	-2.4%	10.1%	2.8%	10.4%
O=c1cc(O)c(-c2ccc(Cl)cc2)c(Cl)[nH]1	8.4%	17.9%	2.2%	1.3%	-9.6%
COc1ccc(NC(=O)C(NC(C)=O)C(=O)NCc2ccccc2Cl)cc1 (stereo not given)	-6.8%	0.8%	0.3%	-0.1%	2.6%
Cc1cc(C)cc(NC(=O)C(OC(=O)c2ccc([N+](=O)[O-])o2)c2ccccc2)c1 (stereo not given)	26.5%	?	0.8%	13.3%	-13.8%
COc1ccccc1N1CCN(C(=S)NC(=O)/C=C/c2ccc(F)cc2)CC1	-1.5%	15.9%	5.8%	8.5%	/
CCN(CC(=O)NCc1cccs1)C(=O)/C=C/c1cc(OC)c(OC)c(OC)c1	/	/	7.3%	/	-12.1%
COCCNC(=S)N(CCCO)Cc1cc2cc3c(cc2[nH]c1=O)OCCO3	-8.4%	-20.7%	0.8%	-2.4%	5.0%
Cc1ccc(NC(=O)C(C)c2cccc(C(=O)c3ccccc3)c2)cc1O (stereo not given)	11.8%	57.1%	i	-9.4%	2.2%
CCOC(=O)C1=C(O)C(Nc2nc3ccccc3s2)(C(F)(F)F)N=C1C (stereo not given)	4.8%	37.7%	1.4%	-8.7%	2.2%
CCOC(=O)c1oc2ccccc2c1NC(=O)c1ccc(Cl)s1	-5.3%	-3.4%	0.3%	-11.6%	-6.9%
COc1ccc(-n2c(C)nc3cc(C(=O)NCCN4CCOCC4)ccc32)cc1	5.1%	-0.5%	0.2%	3.8%	5.6%
COc1ccc(C(=O)Nc2ccc(Cl)cc2C(=O)NCCN2CCOCC2)cc1	-3.6%	22.1%	7.7%	-1.5%	10.6%
Cc1ccc(C)c(S(=O)(=O)NCC(c2ccc3c(c2)OCO3)N2CCOCC2)c1 (stereo not given)	-5.8%	12.5%	1.3%	-3.4%	-11.7%
Cc1ccc(S(=O)(=O)N(C)c2ccc(OCC(=O)Nc3ccc(C(=O)N(C)C)cc3)cc2)cc1C	-1.3%	4.8%	i	/	1.1%
CC(=O)Nc1cccc(Oc2ncccc2[N+](=O)[O-])c1	-2.5%	-1.2%	0.2%	-3.6%	18.7%
Cc1ccccc1NC(=O)C1Cc2ccccc2CN1C(=O)c1ccco1 (stereo not given)	3.5%	2.4%	0.5%	6.7%	-4.8%
O=c1c2ccccc2nc(/C=C/c2ccco2)n1-c1ccccc1O	2.2%	28.6%	9.1%	-2.5%	16.6%
COc1ccc(-c2ccc([C@H]3[C@H]4C=CC[C@@H](C)[C@@H]4C(=O)N3Cc3ccccc3)c(F)c2)cc1	8.2%	27.1%	3.3%	-5.1%	6.6%
CCOC(=O)C1=C(CP(=O)(c2ccccc2)c2ccccc2)NC(=O)NC1c1ccc(OC)cc1 (stereo not given)	2.7%	10.3%	0.4%	10.2%	-1.1%
COC(=O)c1ccc(S(=O)(=O)N2C3CCC2CC(NC(=O)NC2CCCCC2)C3)cc1 (stereo not given)	-3.5%	4.3%	0.9%	5.0%	-2.5%
Cc1c(CN2CCN(CC(C)C)C(CCO)C2)[nH]c2ccc(Cl)cc12 (stereo not given)	11.2%	21.3%	i	6.5%	15.8%
CCCCOC(=O)Nc1nnc(SCCOc2ccc(C)cc2)s1	-3.5%	1.2%	i	-3.0%	0.5%
CSCCC(NC(=O)COc1ccccc1)C(=O)N1CCN(C(C)=O)CC1 (stereo not given)	4.7%	-5.8%	12.0%	-2.5%	-9.7%
Fc1ccc(COc2ccc3ccccc3c2CNc2nn[nH]n2)cc1	3.5%	9.5%	2.0%	1.3%	-2.4%
Cc1ccc(N(CC(=O)N2CCCC2)S(C)(=O)=O)c(C)c1	1.2%	-8.3%	0.3%	-0.7%	-9.4%
